# AHR act – activates the human aryl hydrocarbon receptor | 2.5% of 320,000 active | P35869 | AID 2796 | AHR-responsive luciferase reporter cells, luminescence | activation, % at 5 µM; in the data active = activation above about 47%;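 also: 0% = vehicle wells and 100% = reference agonist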
# LAP4 TOR yeast – yeast TOR pathway LAP4-GFP modulation; S. cerevisiae LAP4-GFP multiplex, flow cytometry GFP, 3 h; median GFP as percent of DMSO wells; GFP response vs DMSO, % at 10 µM; 0.34% of 320,000 active; AID 2023;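 active = GFP response vs DMSO above a set limit, about the screen mean plus 3 SD, cut at about 150% in these data; inconclusive = under 70 cell events counted for the yeast strain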
# CR mimetic SO – caloric restriction mimetics inhibiting age-related superoxide in yeast. S. cerevisiae aged cells, superoxide DHE fluorescence; hits give low values. superoxide response (% of plate mean), % at 10 µM. 0.18% of 330,000 active. AID 2690;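 active = superoxide response under a set limit, about three screen SD below normal, cut at about 65% in these data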;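 also: yeast aged for seven days with compound at 30 °C before DHE staining; 100% = average MFI of all compound-treated wells on the plate with controls excluded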
# JMJD2C inh – inhibitors of human GASC-1 (JMJD2C) demethylase; Q9H3R0; GST-JMJD2C(1-420) H3K9me3 demethylation, DELFIA europium; inhibition, % at 2.35 µM; 0.069% of 330,000 active; AID 2099;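 active = more than half of a compound's replicate wells show inhibition beyond 50%, single wells judged on their own value; inconclusive = some, but no more than half, of replicates pass 50% inhibition; inactive = no replicate passes 50% inhibition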;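 also: signal counts dimethyl H3K9 product captured on neutravidin plate; 0% = median of DMSO wells and 100% = 0.3 times that DMSO median; strong numbers were not always called active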
# Target sequence (Q9H3R0 1-420 limits assumed): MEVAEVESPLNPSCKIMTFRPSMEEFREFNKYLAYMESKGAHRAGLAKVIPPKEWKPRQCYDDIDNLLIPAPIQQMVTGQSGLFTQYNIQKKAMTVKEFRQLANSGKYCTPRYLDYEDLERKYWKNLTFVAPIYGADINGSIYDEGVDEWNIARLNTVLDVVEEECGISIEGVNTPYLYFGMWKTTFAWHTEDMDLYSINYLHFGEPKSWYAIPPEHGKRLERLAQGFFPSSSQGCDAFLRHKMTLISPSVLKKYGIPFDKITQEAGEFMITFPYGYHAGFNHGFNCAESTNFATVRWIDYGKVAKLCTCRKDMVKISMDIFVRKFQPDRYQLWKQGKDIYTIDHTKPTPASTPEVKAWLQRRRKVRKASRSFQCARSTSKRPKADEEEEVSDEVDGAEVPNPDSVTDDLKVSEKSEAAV
# procasp3 activ – procaspase-3 (human) activation; recombinant procaspase-3 D3A, Ac-DEVD-pNA absorbance 405 nm; activation, % at 8.5 µM; 0.11% of 330,000 active;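 active = activation above the mean of all tested compounds plus 3 SD, cut at about 21% in these data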;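 also: 0% = DMSO alone and 100% = DMSO wells spiked with extra 5 µM PC-3 D3A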
# Target sequence (P42574 whole entry D9A/D28A/D175A): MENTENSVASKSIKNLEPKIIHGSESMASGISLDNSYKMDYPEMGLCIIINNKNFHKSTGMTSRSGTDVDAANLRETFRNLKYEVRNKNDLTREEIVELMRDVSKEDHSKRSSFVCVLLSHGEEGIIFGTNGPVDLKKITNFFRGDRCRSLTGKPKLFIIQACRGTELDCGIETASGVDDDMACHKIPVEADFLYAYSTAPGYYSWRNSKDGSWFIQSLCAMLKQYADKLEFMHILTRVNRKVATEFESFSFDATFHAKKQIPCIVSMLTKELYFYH
#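 Test system: Procaspase-3 D3A mutant; medium: Zinc-free HEPES/NaCl buffer with 0.01% Triton X-100 at pH 7.4; reagent: DEVD-pNA substrate; doses: one concentration, 8.5 µM nominal, 0.8% DMSO; times: 1 h preincubation plus 2 h reaction at 25 °C; signal: Epi-absorbance at 405 nm of released p-nitroaniline, 0 and 120 min; replicates: singlicate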
# RPL19A-GFP yeast – modulators of TOR pathway RPL19A-GFP in S. cerevisiae; 0.3% of 330,000 active; AID 2025; percent response vs DMSO, % at 10 µM; S. cerevisiae RPL19A-GFP strain, flow cytometry, 3 h; hits give low values;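 active = percent response vs DMSO below 50%; inconclusive = fewer than 70 events counted for the yeast strain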;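 also: median channel GFP fluorescence of the barcoded RPL19A-GFP strain; ratio of sample median GFP to plate DMSO average so 100% = DMSO; lower means less RPL19A-GFP as with rapamycin TOR inhibition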
# MEP2-GFP yeast – modulators of TOR pathway MEP2-GFP in S. cerevisiae; S. cerevisiae MEP2-GFP strain, flow cytometry GFP, 3 h; 100% = DMSO control level; 0.51% of 330,000 active; GFP response vs DMSO, % at 10 µM;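 active = GFP response versus DMSO above a set limit, roughly screen mean plus 3 SD, cut at about 180% in these data; inconclusive = fewer than 70 cells counted for a yeast strain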;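 also: median GFP fluorescence of the barcode-gated MEP2-GFP cells per well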
# proCasp7 act – counter-screen: procaspase-7 (human) activation. recombinant procaspase-7, Ac-DEVD-pNA absorbance 405 nm; D23A/D198A/D206A triple mutant, cannot self-cleave; scale: DMSO 0, 5 µM enzyme 100. activation, % at 8.5 µM. 0.093% of 330,000 active. AID 463210;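 active = percent activation above the screen-wide mean plus 3 SD, cut at about 25% in these data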
# Target sequence (P55210 whole entry D23A/D198A/D206A): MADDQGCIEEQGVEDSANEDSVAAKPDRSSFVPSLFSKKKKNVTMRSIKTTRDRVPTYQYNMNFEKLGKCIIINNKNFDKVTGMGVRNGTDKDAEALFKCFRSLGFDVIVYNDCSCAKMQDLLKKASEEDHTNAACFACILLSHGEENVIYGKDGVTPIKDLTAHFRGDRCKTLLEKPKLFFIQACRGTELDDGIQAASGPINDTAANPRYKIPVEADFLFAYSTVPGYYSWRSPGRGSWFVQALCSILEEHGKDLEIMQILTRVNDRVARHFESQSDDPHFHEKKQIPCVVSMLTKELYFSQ
#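 Assay system: Uncleavable procaspase-7 mutant enzyme; Input: 2 µM procaspase-7 mutant as dispensed; Also added: DEVD-pNA substrate; Medium: Zinc-free HEPES pH 7.4 with 300 mM NaCl, 0.01% Triton X-100; Timing: 1 h compound preincubation, 2 h substrate cleavage, 25 °C; Measured by: Epi-absorbance of released pNA at 405 nm, two timepoints.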
# * = called active by the depositor; ? = inconclusive; . = no result given; & = joins results of further samples; [ ] = remark or other dose.
nr	Molecule	AHR act	LAP4 TOR yeast	CR mimetic SO	JMJD2C inh
1	CC(C)(C)NC(=O)C(c1ccc(F)cc1)N(Cc1cccs1)C(=O)c1ccc(CN2CCOCC2)o1 (stereo not drawn)	2	96	107	-7
2	O=C(NC1CCCCCCC1)c1cc([N+](=O)[O-])ccc1Cl	2	98	63*	19
3	NC(=O)c1ccsc1NC(=O)COC(=O)CNC(=O)c1ccc(Cl)cc1	-1	121	116	-5
4	Cc1ccc(N(Cc2ccccc2)C(=O)c2cccc(F)c2)cc1	.	90	98	-4
5	O=C(Nc1c2c(nn1-c1ccccc1)CSC2)c1ccc(N2C(=O)CCC2=O)cc1	-2	91	113	1
6	O=C(O)c1ccc(Oc2ccc(C(F)(F)F)cn2)cc1	1	133	120	-1
7	O=C(Nc1cccc(O)c1)C1CC(c2c(F)cccc2Cl)=NO1 (stereo not drawn)	11	100	98	8
8	O=C(CSc1nnnn1-c1ccccc1Cl)Nc1ccc2c(c1)OCCO2	2	101	125	71&10
9	COc1ccc(C)cc1S(=O)(=O)NCC(c1cccnc1)N1CCc2ccccc2C1 (stereo not drawn)	5	86	82	-4
10	COc1ccc(-n2c(SCC(=O)NCC3CCCO3)nc3c([nH]c4ccccc43)c2=O)cc1OC (stereo not drawn)	9	119	92	-9

nr	procasp3 activ	RPL19A-GFP yeast	MEP2-GFP yeast	proCasp7 act
1	-3	98	96	-5
2	2	103	107	2
3	11	112	118	3
4	.	104	100	.
5	-2	94	89	18
6	-12	103	104	1
7	0	107	109	5
8	5	102	104	14
9	0	100	90	-5
10	5	102	107	-4

# Next section.
nr	Molecule	AHR act	LAP4 TOR yeast	CR mimetic SO	JMJD2C inh
11	CCN(CC)S(=O)(=O)c1ccc2oc(SCC(=O)NC3CC3)nc2c1	15	90	96	1
12	CCCCOc1ccc(C(=O)NCC(=O)NCC(c2ccco2)N2CCCCC2)cc1 (stereo not drawn)	1	108	117	2
13	COc1cc(CNC(C)c2ccccc2)cc(Cl)c1OCC(=O)Nc1ccccc1 (stereo not drawn)	0	104	142	-6
14	CC(=O)Nc1ccc(S(=O)(=O)NCC2CCC(C(=O)N3CC(C)CC(C)C3)CC2)cc1 (stereo not drawn)	-2	93	110	6
15	COc1cccc(-c2nc(CS(=O)(=O)CC(=O)NCCCc3ccccc3)c(C)o2)c1	0	89	99	-13
16	CCOc1cc(N2CCOCC2)c(OCC)cc1NC(=O)CN1C(=O)NC(C)(C2CC2)C1=O (stereo not drawn)	1	103	93	-3
17	CCOc1ccc(-c2nc(N)ncc2-c2ccccc2OC)c(O)c1	16	104	94	3
18	Cc1cc2nnc(SCC(=O)NCc3ccco3)n2c2ccccc12	-2	115	108	4
19	CCCS(=O)(=O)N1CCCC(C(=O)NCCN2CCCCC2C)C1 (stereo not drawn)	2	109	92	2
20	O=C(Cn1nc(-c2ccc(Cl)cc2)ccc1=O)NCC1CCCO1 (stereo not drawn)	-1	102	82	4

nr	procasp3 activ	RPL19A-GFP yeast	MEP2-GFP yeast	proCasp7 act
11	-5	115	105	-19
12	4	100	101	2
13	1	111	105	7
14	-1	102	104	1
15	6	101	103	8
16	3	93	103	2
17	8	97	102	-6
18	-5	101	104	0
19	3	104	111	3
20	7	100	99	3

# Next section
nr	Molecule	AHR act	LAP4 TOR yeast	CR mimetic SO	JMJD2C inh
21	Cc1ccc(C(=O)Cn2nnc3ccccc32)cc1C	4	113	93	0
22	COc1ccc(CCNC(=O)CSc2nnc3ccc(-c4cccnc4)nn23)cc1	11	92	96	8
23	CCC(C)(C)NC(=O)C(c1cccc(OC)c1OC)N(CC(C)C)C(=O)CCC(=O)Nc1cc(C)on1 (stereo not drawn)	0	107	102	-6
24	Cc1ccc(C(=O)NNC(=O)CSc2nnc(-c3ccncc3)n2-c2ccc(C)cc2)cc1	-1	94	107	-7
25	CC(=O)c1ccc(S(=O)(=O)N2CCC(NC(=O)c3ccccc3)CC2)cc1	.	96	99	-2
26	CCCCN(c1ccccc1)S(=O)(=O)c1cccc(C(=O)O)c1	-1	103	92	1
27	Cc1ccccc1-n1c(SCc2cc(=O)n3ccccc3n2)nc2[nH]ncc2c1=O	2	95	92	19
28	COc1cccc(N(C(=O)Cn2nnc(-c3ccc(C)o3)n2)C(C(=O)NC2CCCC2)c2ccncc2)c1 (stereo not drawn)	0	101	92	5
29	O=C(CSc1nnc(NC(=O)c2ccc(S(=O)(=O)N3CCOCC3)cc2)s1)Nc1ccccc1C(F)(F)F	4	93	112	-3
30	O=C(Nc1nccs1)c1cc2c(s1)-c1ccccc1OC2	150*	106	104	4

nr	procasp3 activ	RPL19A-GFP yeast	MEP2-GFP yeast	proCasp7 act
21	9	96	102	2
22	-5	89	101	-6
23	1	105	104	-5
24	3	94	95	-16
25	.	104	106	.
26	1	100	104	-3
27	-3	87	99	11
28	7	105	109	10
29	11	105	106	5
30	30*	94	92	28*

# Compound profiles, as listed above:
# `COc1ccc(CCNC(=O)CSc2nnc3ccc(-c4cccnc4)nn23)cc1` across the screens: AHR act: 11; LAP4 TOR yeast: 92; CR mimetic SO: 96; JMJD2C inh: 8; procasp3 activ: -5; RPL19A-GFP yeast: 89; MEP2-GFP yeast: 101; proCasp7 act: -6
# `CC(=O)c1ccc(S(=O)(=O)N2CCC(NC(=O)c3ccccc3)CC2)cc1` across the screens: AHR act: .; LAP4 TOR yeast: 96; CR mimetic SO: 99; JMJD2C inh: -2; procasp3 activ: .; RPL19A-GFP yeast: 104; MEP2-GFP yeast: 106; proCasp7 act: .
# `O=C(CSc1nnc(NC(=O)c2ccc(S(=O)(=O)N3CCOCC3)cc2)s1)Nc1ccccc1C(F)(F)F` across the screens: AHR act: 4; LAP4 TOR yeast: 93; CR mimetic SO: 112; JMJD2C inh: -3; procasp3 activ: 11; RPL19A-GFP yeast: 105; MEP2-GFP yeast: 106; proCasp7 act: 5

# Next records follow:
nr	Molecule	AHR act	LAP4 TOR yeast	CR mimetic SO	JMJD2C inh
31	O=C(CN1CCC(O)(c2cccc(F)c2)CC1)NCCc1c[nH]c2ccccc12	5	115	105	6
32	CC(=O)Nc1cccc(C(=O)OCC(=O)Nc2nnc(-c3ccccc3)o2)c1	4	105	107	3
33	Cc1ccc(Nc2cc(=O)[nH]c(=O)[nH]2)cc1Cl	-1	109	87	0
34	CC(=O)c1cccc(NC(=O)c2cc(=O)[nH]c3ccc(S(=O)(=O)N4CCOCC4)cc23)c1	0	114	105	4
35	COc1ccc(S(=O)(=O)NCCSc2ccc(Cl)cc2)cc1OC	0	100	111	-9
36	Cc1ccccc1-n1nc2c(c1NC(=O)c1c(-c3ccccc3Cl)noc1C)CS(=O)(=O)C2	0	93	93	4
37	C=CCN(CC=C)S(=O)(=O)c1ccc(NC(=O)COc2ccccc2OC)cc1	1	104	107	-8
38	Oc1ccc(Nc2nc(-c3ccccc3F)nc3ccccc23)cc1	4	105	91	-4
39	CCN(CC)c1ccc(/C=N\NC(=O)c2cccc3cc[nH]c23)cc1	33	111	106	-4
40	CCCCn1cc(C(=O)c2cc(Br)ccc2O)cc(C#N)c1=O	11	98	91	-3

nr	procasp3 activ	RPL19A-GFP yeast	MEP2-GFP yeast	proCasp7 act
31	10	97	104	1
32	4	102	104	3
33	0	111	101	-6
34	2	97	105	7
35	-1	99	105	0
36	-1	99	98	-3
37	-15	100	99	-2
38	1	101	104	-8
39	19	99	96	6
40	-3	105	106	-5

# Structures above shown as hits in procasp3 activ:
entry	Compound	AHR act	LAP4 TOR yeast	JMJD2C inh	procasp3 activ	RPL19A-GFP yeast	MEP2-GFP yeast
30	O=C(Nc1nccs1)c1cc2c(s1)-c1ccccc1OC2	150*	106	4	30*	94	92

# Additional entries
nr	Molecule	AHR act	LAP4 TOR yeast	CR mimetic SO	JMJD2C inh
41	COc1ccccc1C(=O)Nc1cccc(C(=O)c2ccccc2)c1	-7	91	101	25
42	CCNS(=O)(=O)c1ccc(NC(=O)Nc2cccc(C(F)(F)F)c2)cc1	3	98	91	7
43	O=[N+]([O-])c1ccccc1/C=N/OCc1ccccc1	-9	101	93	3
44	Cc1ccc(-c2cc(C(F)F)n3ncc(C(=O)Nc4cn(C)nc4C)c3n2)cc1	-6	99	101	1
45	Cc1n[nH]c(=O)nc1N1CCc2ccccc2C1	-1	102	107	2
46	CCCc1cc(C(=O)NCCc2ccc(OC)c(OC)c2)no1	1	?	88	4
47	CC(Oc1ccc(Cl)cc1Cl)C(=O)NCCCn1ccnc1 (stereo not drawn)	4	103	88	-2
48	COC(=O)c1ccc(-c2csc(NC(=O)c3ccc(S(=O)(=O)N4CCc5ccccc5C4)cc3)n2)cc1	-3	98	104	7
49	CCCC(=O)c1ccc(N2CCCCCC2)c(F)c1	-9	101	89	-3
50	O=C1C=C(c2ccccc2)C[C@H](c2cccs2)[C@H]1n1cnc([N+](=O)[O-])c1	8	96	90	-4

nr	procasp3 activ	RPL19A-GFP yeast	MEP2-GFP yeast	proCasp7 act
41	5	98	104	4
42	3	99	104	5
43	-6	108	110	-4
44	8	103	107	11
45	-8	106	112	8
46	6	?	91[may fluoresce red]	1
47	11	95	105	10
48	6	103	113	-4
49	-3	102	99	-10
50	6	99	99	-1

# Additional compounds follow:
nr	Molecule	AHR act	LAP4 TOR yeast	CR mimetic SO	JMJD2C inh
51	CC(NC(=O)Nc1ccccc1F)C(C)(C)C (stereo not drawn)	2	92	93	1
52	Nc1ccccc1SCC(=O)Nc1nccs1	-2	104	88	-6
53	CC(=O)Nc1ccc(C(=O)NCCCSc2ccccc2)cc1	8	129	110	12
54	CC(=O)Oc1ccc(C(=O)NCCc2ccccc2)cc1	4	101	93	-2
55	COc1cccc2cc(C(=O)NCC3CCCO3)c(=O)oc12 (stereo not drawn)	-4	90	107	-23
56	CCN1C(=O)[C@H]2[C@@H](c3ccc(-c4ccccc4)cc3)N3CCC[C@@]3(C(=O)OC)[C@H]2C1=O	11	.	.	-2
57	Cc1ccc2c(CC(=O)NCc3cccs3)coc2c1	8	104	114	-1
58	Cc1cc([N+](=O)[O-])nn1Cc1c(F)c(F)c(F)c(F)c1F	-3	102	105	4
59	CC(=O)Nc1ccc(-n2nnnc2SCC(=O)N2CCN(C(=O)c3ccco3)CC2)cc1	1	89	97	-6
60	CCCNC(=O)N1CCN(S(C)(=O)=O)CC1	3	114	100	4
61	O=S(=O)(NCc1csc(-c2cccs2)n1)c1ccccc1	1	114	118	9
62	CC(C)N(C(=O)[C@H]1CC(CC(=O)NCc2ccco2)C(=O)N2CCc3c([nH]c4ccccc34)[C@]12C)C(C)C (stereo partly drawn)	1	76	114	-6
63	CCSCc1nnc(SCC(=O)Nc2cccc(C(C)=O)c2)n1C	-1	106	108	-7

nr	procasp3 activ	RPL19A-GFP yeast	MEP2-GFP yeast	proCasp7 act
51	-3	104	104	11
52	5	107	117	13
53	14	104	128	-6
54	-2	98	100	-1
55	6	107	107	-9
56	3	.	.	-4
57	-7	97	96	-3
58	6	102	101	-5
59	4	101	99	2
60	10	97	98	7
61	2	99	103	11
62	5	87	83	-4
63	-4	101	107	9
